TEAD-YAP block: TEAD-YAP interaction inhibition, primary screen, TEAD-YAP interaction inhibitor project, luminescence, HEK-TIYL cells | TEAD-Gal4/YAP UAS-luciferase luminescence | AID 1259422, 2018 | actives 1.4% (n = 640,000) | inhibition, % at 9.12 µM; in the data active = inhibition above about 32%;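 also: 0% = median of test compound wells and 100% = reference inhibitor wells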
GPR151 ag: activators of human GPR151, primary screen, cell-based, PathHunter beta-arrestin, luminescence | PathHunter beta-arrestin GPR151 cells | activation, % at 11.2 µM | actives 1% (n = 650,000) | AID 1508602, 2020; in the data active = activation above about 4.9%;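 also: 0% = median of compound wells and 100% = cells with positive control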
Target sequence (Q8TDV0 whole entry, looked up): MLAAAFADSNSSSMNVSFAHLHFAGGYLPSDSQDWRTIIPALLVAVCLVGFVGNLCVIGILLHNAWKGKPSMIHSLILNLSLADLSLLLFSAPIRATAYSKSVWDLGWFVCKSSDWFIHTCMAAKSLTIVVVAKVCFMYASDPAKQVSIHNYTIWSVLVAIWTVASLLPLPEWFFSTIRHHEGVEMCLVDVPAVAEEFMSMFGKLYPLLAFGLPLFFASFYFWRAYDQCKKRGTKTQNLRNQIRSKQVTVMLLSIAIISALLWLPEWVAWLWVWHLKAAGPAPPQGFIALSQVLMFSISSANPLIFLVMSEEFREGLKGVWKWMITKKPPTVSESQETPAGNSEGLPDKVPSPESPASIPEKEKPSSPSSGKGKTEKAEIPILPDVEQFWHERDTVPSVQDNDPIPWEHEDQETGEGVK
MITF primary: MITF inhibitors, primary screen, biochemical, AlphaScreen, human; inhibition, % at 2.6 µM; Microphthalmia-associated transcription factor (Homo sapiens), O75030; actives 0.91% (n = 650,000); AlphaScreen MITF homodimerization, bead proximity signal; in the data active = inhibition above about 50%;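 also: 0% = vehicle wells with protein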
Target sequence (O75030 whole entry, looked up): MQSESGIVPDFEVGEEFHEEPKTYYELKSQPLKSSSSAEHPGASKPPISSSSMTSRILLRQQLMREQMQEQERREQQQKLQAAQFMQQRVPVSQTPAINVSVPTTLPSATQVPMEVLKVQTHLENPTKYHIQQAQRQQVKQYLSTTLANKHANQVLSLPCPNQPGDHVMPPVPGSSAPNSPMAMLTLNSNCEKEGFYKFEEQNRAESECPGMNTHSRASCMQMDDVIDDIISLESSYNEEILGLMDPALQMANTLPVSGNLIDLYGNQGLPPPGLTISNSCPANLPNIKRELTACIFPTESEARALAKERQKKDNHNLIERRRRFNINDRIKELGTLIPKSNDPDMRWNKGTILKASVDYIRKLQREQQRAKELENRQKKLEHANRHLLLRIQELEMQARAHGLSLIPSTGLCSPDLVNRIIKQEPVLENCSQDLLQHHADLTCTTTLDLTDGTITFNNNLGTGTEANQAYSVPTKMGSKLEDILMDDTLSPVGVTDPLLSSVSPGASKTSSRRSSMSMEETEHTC
FBW7 act: FBW7 E3 ligase activators, primary screen, biochemical, AlphaScreen, human | F-box/WD repeat-containing protein 7 (Homo sapiens), Q969H0 | AlphaScreen FBW7–phospho-cyclin E peptide binding, activator screen | normalized activity (activation), % at 26.1 µM | actives 0.13% (n = 650,000); in the data active = normalized activity above about 1.9%;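 also: purified mutant Fbw7 with reduced substrate affinity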
Numbers without * were called inactive; & = joins results of further samples. The order is random; any-hit rate near 3.4%.

Every second line gives: TEAD-YAP block	GPR151 ag	MITF primary	FBW7 act
- OCCN1CCN(C(=S)Nc2ccccc2)CC1
    2&7	-0.1&1.1	11&8	1.5&0.8
- COc1cccc(-n2c(C)c(C)n3c4c(=O)n(Cc5ccccc5)c(=O)n(C)c4nc23)c1
    -4	0.8	-17	-0.1
- COc1cc(NC(=O)CSc2nnc(C)n3c2cc2oc(C)cc23)cc(OC)c1
    -7	0.6	2	-0.1
- CSc1ccccc1C(=O)N1CCN(CCNC(=O)c2ccsc2)CC1
    -1	-1.2	3	0.1
- CN(C)c1ccc(/C=C2\N=C(c3ccc4c(c3)OCO4)OC2=O)cc1
    -2	-1.0	26	0.4
- O=C(Nc1ccncc1)c1ccccc1NS(=O)(=O)c1ccc(Br)cc1
    10	-1.0	0	-0.1
- CN(C)C(=O)CSc1nnc(-c2ccco2)n1Cc1ccco1
    1	0.0	21	-0.1
- CCCNC(=O)Cn1cnc2sc(C(=O)Nc3cccc(OC)c3)c(C)c2c1=O
    -37	0.7	-6	-0.2
- CCCN1Cc2cccc(C(=O)O)c2C1=O
    2	1.0	17	0.7
- Cn1c(=NC(=O)c2ccc(S(=O)(=O)N3CCCC3)cc2)sc2c3ccccc3ccc21
    0	1.0	5	-0.1
- N#CC1=C(N)Oc2n[nH]c(-c3ccncc3)c2C1c1cc(Br)ccc1OC(=O)N1CCOCC1 (centres undefined)
    8	0.1	13	-0.2
- COc1ccc(/C=C/C(=O)NC(C)C2CC3CCC2C3)cc1 (centres undefined)
    -4	2.9	0	-0.1
- CCCn1c(-c2ccc(F)cc2)csc1=Nc1cccc(C(F)(F)F)c1
    14	-1.7	7	-0.1
- CC1=C2C(=NCCN1)C(=O)N(c1ccccc1)C2c1cccnc1 (centres undefined)
    0	1.1	-3	-0.1
- Cn1ccnc1CNC1CCc2c(sc3ncn(Cc4cccc(F)c4)c(=O)c23)C1 (centres undefined)
    -3	0.0	-7	-0.2
- COc1ccc(O)c(C(=O)c2coc(=N)c(C(=O)Nc3ccc(SC(F)F)cc3)c2)c1
    10	0.6	6	-0.2
- CCOc1ccc(C(c2nnnn2C2CCCC2)N2CCN(CC)CC2)cc1 (centres undefined)
    9	0.1	2	0.3
- CCCC1CC(C)(C(=O)Cn2[nH]c(=O)ccc2=O)OC1=O (centres undefined)
    8	2.0	9	0.2
- CCc1ccc(Cc2cnc(NC(C)=O)s2)cc1
    -13	-0.8	-3	-0.3
- CC(=O)Oc1ccc(C(=O)Nc2cccc(C(=O)Nc3ccccc3C(=O)O)c2)cc1
    0	-2.7	26	1.5

In the list so far, these contain an NH in an aromatic ring.
Every second line gives: TEAD-YAP block	GPR151 ag	MITF primary	FBW7 act
- N#CC1=C(N)Oc2n[nH]c(-c3ccncc3)c2C1c1cc(Br)ccc1OC(=O)N1CCOCC1 (centres undefined)
    8	0.1	13	-0.2
- CCCC1CC(C)(C(=O)Cn2[nH]c(=O)ccc2=O)OC1=O (centres undefined)
    8	2.0	9	0.2

Continued:
Every second line gives: TEAD-YAP block	GPR151 ag	MITF primary	FBW7 act
- COc1ccc(C2CC(=O)N3CN(Cc4ccccc4)CSC3=C2C#N)cc1OC (centres undefined)
    -2	1.6	7	-0.1
- Cc1c(F)cccc1NC(=O)CCc1ccccc1
    -5	-1.1	-12	0.0
- CC(C)[C@H](Cn1nc(C2CC2)ccc1=O)NC(=O)c1cnc(N(C)C)nc1
    11	-0.4	-28	0.0
- O=C(Oc1cccc2c(OC(=O)N3CCCC3)cccc12)N1CCCC1
    4	0.1	6	0.1
- O=C(O)CCCN1C(=O)c2ccccc2C1=O
    3	-0.9	12	0.0
- Cc1ccc(CC(=O)NC(C)c2nc(-c3cccnc3)n[nH]2)cc1 (centres undefined)
    0	0.9	1	-0.1
- COc1ccc(C(=O)[C@H]2CCCN(C(=O)c3ccn[nH]3)C2)cc1
    4	-0.7	15	0.2
- CCCNC(=O)c1cc(-c2ccc(O)cc2)on1
    30	-0.3	-9	0.1
- CCOc1ccccc1/C=C1\N=C(C2CCCCC2)OC1=O
    0	0.7	13	0.0
- CCN(CC)CCCNC(=O)Cn1cc2c(n1)-c1c(oc(C(=O)N3CCCC3)c1C)CC2
    -4	0.0	-8	-0.2
- Cc1ccccc1C(=O)Nc1ccc(NC(=O)c2ccco2)cc1
    -36	-2.4	9	0.0
- COc1cc(Cl)cc(/C=C2\SC(=S)NC2=O)c1OC
    7	0.7	7	-0.1
- CCOc1ccc(S(=O)(=O)NC(=NC(C)C)c2ccccc2)cc1
    1	1.1	-4	-0.1
- CN(C)N1C(N)=C(C#N)C(c2ccccc2C(F)(F)F)C2=C1CCCC2=O (centres undefined)
    -10	0.6	-5	0.1
- CC(C)(C)c1ccc(OCC(=O)NC2=NCCS2)cc1
    -55	-2.3	0	0.0
- CCCN(c1cc(C)ccc1C)S(=O)(=O)c1ccc2c(c1)CCN2C(=O)CCC(=O)O
    -10	-0.6	-7	1.1
- CC(C)c1ccc(NC(=O)CSc2nc3ccc(N)cc3s2)cc1
    -5	-1.7	17	0.7
- COc1ccc(S(=O)(=O)Nc2ccccc2C(=O)NCC(C)C)cc1Cl
    5	-0.7	-7	0.1
- COCCNC(=O)C(=O)NCC1OCCCN1S(=O)(=O)c1ccc(F)cc1 (centres undefined)
    -2	0.1	15	1.3
- CCC(CCNC(=S)NC(=O)c1ccco1)NC(=S)NC(=O)c1ccco1 (centres undefined)
    7	1.0	-4	0.0
- COc1ccc(-n2c(SCC#N)nc3c(sc(=S)n3-c3ccccc3)c2=O)cc1OC
    -3	-0.6	8	0.1
- Cc1ccc(OCC(=O)Nc2cc(-c3nc4ncccc4o3)ccc2Cl)cc1C
    -1	0.8	-6	0.0
- Nc1cccc(-c2nc3ncnc(NCc4cccc(C(F)(F)F)c4)c3[nH]2)c1
    3	-0.7	5	0.0
- Cn1c2ccccc2c2nnc(SCC(=O)Nc3ncc(Br)cc3Br)nc21
    -5	-0.8	-5	-0.1
- O=C(Nc1ccccc1Cl)C1CCN(C(=O)N2CCOc3ccccc32)CC1
    1	-1.6	2	-0.1
- CCN(CC)c1nc(NCCN2CCOCC2)nc(N2CCc3ccccc3C2)n1
    2	0.1	13	0.1
- COc1cccc(CC2(CO)CCCN(Cc3cn(CC(N)=O)c4ccccc34)C2)c1 (centres undefined)
    -3	-1.5	-6	-0.1
- CC1=CC(C)(C)N(C(=O)c2cccc(Br)c2)c2ccc(OC(=O)c3cccc(Br)c3)cc21
    1	-0.3	10	0.4
- C[n+]1ccccc1N1CCN(Cc2ccccc2)CC1
    -3	-1.3	-3	-0.1
- COC(=O)Nc1sc2c(c1C(N)=O)CCCCC2
    3	-0.4	16	0.0
- CC(=O)Nc1ccc(C(=O)N(CCc2c[nH]c3ccccc23)C2(C(=O)Nc3c(C)cccc3C)CCCCC2)cc1
    1	2.2	0	0.0
- COC(=O)C1=C(C)NC(=S)NC1c1ccc(C(=O)OC)cc1 (centres undefined)
    -4	0.9	-4	-0.1
- O=C(Cn1nnc(-c2ccccc2)n1)N/N=C/c1ccccc1F
    3	0.5	1	-0.1
- COc1ccc(O)c(/C=N/NC(=O)CCC(=O)Nc2ccc(F)cc2)c1
    10	1.1	8	0.1
- COc1ccc(CCNC2=CC(=O)OC23CCCCC3)cc1OC
    22	0.4	16	0.0
- CCC(C)n1c(=O)c2sccc2n2c(CCCC(=O)N3CCC(C(N)=O)CC3)nnc12 (centres undefined)
    2	2.2	4	0.1
- Cc1cc(Cl)ccc1NC(=O)CN(Cc1ccccc1)S(=O)(=O)c1ccc(Br)cc1
    4	-0.4	-14	0.2
- CCN1Cc2cccc(C(=O)Nc3ccc(F)c(Cl)c3)c2C1=O
    2	1.9	6	-0.1
- COc1ccc(/C=c2\sc3n(c2=O)CN(c2ccc(C(C)=O)cc2)CN=3)cc1OC
    -1	1.2	4	0.4
- COc1ccc(-c2cn3c(C(=O)N4CCN(C/C=C/c5ccccc5)CC4)csc3n2)cc1
    4	4.2	-1	-0.2

Five of these compounds, reformatted.
SMILES | TEAD-YAP block | GPR151 ag | MITF primary | FBW7 act
COc1ccc(CCNC2=CC(=O)OC23CCCCC3)cc1OC | 22 | 0.4 | 16 | 0.0
CCC(C)n1c(=O)c2sccc2n2c(CCCC(=O)N3CCC(C(N)=O)CC3)nnc12 (centres undefined) | 2 | 2.2 | 4 | 0.1
Cc1cc(Cl)ccc1NC(=O)CN(Cc1ccccc1)S(=O)(=O)c1ccc(Br)cc1 | 4 | -0.4 | -14 | 0.2
CCN1Cc2cccc(C(=O)Nc3ccc(F)c(Cl)c3)c2C1=O | 2 | 1.9 | 6 | -0.1
COc1ccc(/C=c2\sc3n(c2=O)CN(c2ccc(C(C)=O)cc2)CN=3)cc1OC | -1 | 1.2 | 4 | 0.4

(cont.)
Every second line gives: TEAD-YAP block	GPR151 ag	MITF primary	FBW7 act
- COc1ccc(NC(=O)COC(=O)CSc2nnc(N)s2)cc1
    -2	-0.2	-1	-0.2
- COc1ccccc1/C=N/N1C(=O)C2C3C=CC(C3)C2C1=O (centres undefined)
    0	0.2	12	0.2
- CCCNC(=O)c1ccc(N2CCC3(CC2)OCCO3)c(NC(=O)c2cc3ccccc3oc2=O)c1
    -5	0.9	9	0.1
- Cc1ccc(-c2nc3ccccc3c(=O)n2CC(=O)N2CCN(c3ccc(F)cc3)CC2)cc1
    -23	-1.0	0	-0.1
- COc1cc([N+](=O)[O-])ccc1NC1c2ncccc2C(=O)N1Cc1cccs1 (centres undefined)
    -1	0.4	19	0.1
- CCOC(=O)C1(Cc2cccc(OC)c2)CCN(C(C)CSC)CC1 (centres undefined)
    -7	-0.7	8	0.2
- CCCCCCCSc1nsc(N)n1
    -9	-0.7	-3	-0.1
- COc1cccc(N2CC(C(=O)NC3CCCCC3)CC2=O)c1 (centres undefined)
    -9	-1.5	1	-0.2
- O=C(NCC1CCC2(CCN(C/C=C/c3ccco3)CC2)O1)c1ccccc1 (centres undefined)
    13	0.4	4	0.0
- O=C(O)C1C2C=CC(O2)C1C(=O)NCc1ccccc1Br (centres undefined)
    6	0.5	-8	-0.3
- CC(=O)N1CCc2cc(Br)cc(S(=O)(=O)NCCN3CCCc4ccccc43)c21
    11	0.0	10	0.0
- COc1ccc(CC(=O)N/N=C/c2ccc[nH]2)cc1
    -1	-1.1	2	0.1
- COc1cc(NC(=O)c2cccc(Cl)c2Cl)ccc1NC(=O)c1cc2ccccc2o1
    -4	-0.2	-1	-0.3
- COc1ccc2c(c1)NC1(CCCN(C(=O)Cn3cnc4ccccc43)C1)c1cccn1-2 (centres undefined)
    -8	-0.9	16	0.3
- CCSc1ccccc1C(=O)NC(C)COC (centres undefined)
    4	2.6	8	0.1
- CCOC(=O)C1=C(C)N=c2s/c(=C\c3ccc(N(C)C)o3)c(=O)n2C1c1c(OC)ccc2ccccc12 (centres undefined)
    7	1.8	-1	0.0
- COC(=O)c1cc(C(=O)OCC(=O)NC(=O)NC(C)(C)C)cc([N+](=O)[O-])c1
    7	-1.3	14	0.4
- CCOc1ccc(N2C(=O)C3ON(c4ccccc4)C(c4ccc(F)cc4)C3C2=O)cc1 (centres undefined)
    -3	0.1	11	1.5
- CCOC(=O)Nc1ccc(S(=O)(=O)NC(Cc2ccccc2)C(=O)O)cc1 (centres undefined)
    1	-0.2	0	0.0
- O=C(Nc1ccc(I)cc1)N1CCCCC1
    -35	-0.9	7	0.2
- COc1cccc(S(=O)(=O)N2CCc3nc(C)nc(N4CCCC4)c3C2)c1
    0	4.6	-7	-0.1
- CC(C)CC1(C)NC(=O)N(CC(=O)NC(=O)Nc2ccc3c(c2)OCCO3)C1=O (centres undefined)
    -12	1.0	1	-0.2
- CCOC(=O)C1CCN(C(=S)Nc2ccc(OC(F)F)cc2)CC1
    1	-0.2	-1	0.1
- COCCN1C(=O)C(O)=C(C(C)=O)C1c1ccccc1 (centres undefined)
    -6	0.9	-1	0.4
- CC(=O)Nc1ccc2nc(NC(=O)COc3ccc([N+](=O)[O-])cc3)sc2c1
    -13	1.2	-5	-0.3
- O=c1cc(-c2cccs2)nc(-c2cccc(I)c2)o1
    -7	-0.2	0	0.1
- CCOC(=O)C1=C(C)N=c2s/c(=C\c3ccc(N(C)C)cc3)c(=O)n2C1c1ccc(C(C)C)cc1 (centres undefined)
    1	3.1	17	0.8
- Cc1cc2c(c(=O)n1Cc1cccnc1)C(Cc1ccccc1)C(C#N)=C(N)O2 (centres undefined)
    8	3.8	19	0.0
- O=C(Cn1nnc(-c2c(F)cccc2F)n1)N1CCc2ccccc21
    0	0.0	4	-0.1
- Cc1nn(C(C)C(=O)N2CC(C)CC(C)C2)c(=O)c2cc3occc3n12 (centres undefined)
    -5	-0.2	-1	0.2
- O=C(NC1CCCCC1O)c1cnc2scc(-c3ccccc3Cl)n2c1=O (centres undefined)
    0	-0.8	38	0.1
- CC(C)OC(=O)c1c(NC(=O)C2CCCC2)sc2c1CCCC2
    -7	0.2	2	-0.2
- CC(C)C[C@H](O)C(=O)N1CCN(c2ccc3[nH]ncc3c2)CC1
    -8	5.0*	8	-0.4
- CCCS(=O)(=O)NC1CC(=O)N(c2ccc(C)cc2)C1 (centres undefined)
    1	2.9	2	0.2
- Cn1c(=O)cc(OCCCC(=O)N2CCN(c3ccccc3)CC2)c2ccccc21
    -1	-0.8	-9	-0.3
